# Source: PubChem BioAssay
# ERK EGF inh: inhibitors of EGF-stimulated ERK signaling pathway | HEK293-V1b, EGF-stimulated phospho-ERK AlphaScreen | Potency, µM (series often up to 11.5 µM), for inactives: top-dose activity change, negative = inhibition, actives largely listed as inhibitors | actives 0.41% (n = 130,000) | AID 1454; active = well fitted inhibition curve with a large enough effect; inconclusive = small, poorly fitted or top-dose-only effect, or effect the other way;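 note: plate controls were stimulated vehicle wells for no effect and unstimulated vehicle basal for full effect; nearly all actives have a fitted effect of over 55% in size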
#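 HEK293 cells stably expressing V1b receptor, serum-reduced (1% FBS) overnight, got compound for 30 min at 37C, then 25 nM EGF for 5 min. Lysate phospho-ERK read by AlphaScreen SureFire; AC50 from Hill fits.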
# Numbers without * were called inactive; u = inconclusive; [ ] = remark or other dose. Potency is the fitted concentration of half-maximal effect. Not all compounds are listed. The share of hits here may be higher or lower than overall.
molecule,ERK EGF inh
CCO[C@H]1OC(C(=O)NCc2nc3ccccc3[nH]2)=C[C@@H](c2ccc(C(F)(F)F)cc2)[C@@H]1CCCO,28%[57.5 µM]
CCOc1cc(/C=N/Nc2nc(-c3cccs3)c(NC(C)=O)s2)ccc1O,u
COc1cc(C2SC(C)C(=O)N2CCc2ccccc2)cc(OC)c1OC (configuration not stated),-5%
Cc1ccc(Nc2ncc3c(n2)CC(C)CC3=O)c(C)c1 (configuration not stated),-7%[57.5 µM]
O=C(NNC1=Nc2ccccc2SC1)c1cccc([N+](=O)[O-])c1,-2%[57.5 µM]
CCOC(=O)C1=C(c2ccccc2)NC(=O)NC1c1cc(Cl)c(O)c(OC)c1 (configuration not stated),0%
CCOC(=O)C1(CCCc2ccccc2)CCN(C(=O)c2ccoc2)CC1,-19%
COc1ccc(-c2[nH]ncc2-c2nc(C)cs2)c(O)c1,4%
NC(=O)NCc1ccccc1Cl,9%[57.5 µM]
Cc1ccccc1/C=C\c1nc2ccccc2c(=O)[nH]1,1%
Cc1ccc(S(=O)(=O)N(CCC(=O)Nc2ccc(OC(F)(F)F)cc2)c2ccccc2)cc1,5%
COc1cc(C2C(C#N)=C(N)Oc3c2c(-c2ccccc2)nn3-c2ccccc2)cc(OC)c1OC (configuration not stated),-2%

# A run of entries from further up, as a working copy:
molecule,ERK EGF inh
Cc1ccc(S(=O)(=O)N(CCC(=O)Nc2ccc(OC(F)(F)F)cc2)c2ccccc2)cc1,5%
COc1cc(C2C(C#N)=C(N)Oc3c2c(-c2ccccc2)nn3-c2ccccc2)cc(OC)c1OC (configuration not stated),-2%

# (further entries)
molecule,ERK EGF inh
CC(C)C(c1nnnn1CCc1ccccc1)N1CCSCC1 (configuration not stated),12%
CCN(CC)c1nc(Oc2ccc(=O)[nH]n2)nc(N2CCOCC2)n1,6%
O=C(CSc1ccc(-c2ccccn2)nn1)NC1CCCC1,-8%
Cc1ccc(CSc2nc3nc(C)cc(C)c3c(=O)[nH]2)cc1,0%
N/C(=N\OC(=O)Cc1ccc([N+](=O)[O-])cc1)c1ccccn1,0%
O=[N+]([O-])c1ccccc1S(=O)(=O)NCCc1ccncc1,16%
Cc1ccccc1/C=N/NC(=O)Cn1nnc(N)n1,8%
Cc1ccc(S(=O)(=O)N2CCN(CC(O)c3ccccc3)CC2)cc1C (configuration not stated),4%
c1csc(CNc2ncncc2-c2ccc3c(c2)OCO3)c1,11%
COc1ccc(C(=O)Nc2ccc(/C(C)=N/NC(=O)c3ccccc3O)cc2)cc1OC,5%
Cc1ccc(-n2cccn2)c(CN2CCCC(C(=O)c3sccc3C)C2)c1 (configuration not stated),-3%
Cc1cc(C)n(C(=O)c2ccc([N+](=O)[O-])c(Cl)c2)n1,0%

# Going on with the list.
molecule,ERK EGF inh
Cc1scc(C(=O)N2CCN(c3ccc(Cl)cc3)CC2)c1C,-7%
O=C1c2ccccc2C(=O)N1c1cccc(-c2csc(Nc3ccc4c(c3)OCO4)n2)c1,-1%
O=C(NCC1(c2ccccc2)CCCC1)c1ccccc1Br,-5%
COc1ccc(CCn2c(=O)c3cccnc3n(Cc3ccc([N+](=O)[O-])cc3)c2=O)cc1OC,2%
CCNc1nc(SCC(=O)Nc2ccc(Cl)c(Cl)c2)nc(N(C)C)n1,0%
O=C(C1CCN(c2nnc(N3CCCC3=O)s2)CC1)N1CCN(Cc2ccc3c(c2)OCO3)CC1,0%
CCOC(=O)c1cc(-c2ccccc2)sc1NC(=O)C(C)OC(=O)c1cccnc1OCC (configuration not stated),-9%
CC(C)CC(c1nnnn1Cc1cccs1)N1CCN(c2nc3ccccc3s2)CC1 (configuration not stated),2%
O=C(CSc1nc2ccccc2[nH]1)N/N=C/C=C/c1ccccc1[N+](=O)[O-],9%
CS(=O)(=O)N(Cc1ccccc1F)c1ccccc1,0%
Cc1ccccc1C(=O)NNC(=O)C(=O)N1CCCCC1,1%
COc1ccc(Cc2nnc(Nc3ccc4c(c3)OCCO4)[nH]c2=O)cc1,-4%

# By substructure: the compounds so far containing an aryl thioether with sulfur outside any ring
molecule,ERK EGF inh
O=C(CSc1ccc(-c2ccccn2)nn1)NC1CCCC1,-8%
Cc1ccc(CSc2nc3nc(C)cc(C)c3c(=O)[nH]2)cc1,0%
CCNc1nc(SCC(=O)Nc2ccc(Cl)c(Cl)c2)nc(N(C)C)n1,0%
O=C(CSc1nc2ccccc2[nH]1)N/N=C/C=C/c1ccccc1[N+](=O)[O-],9%

# Following part:
molecule,ERK EGF inh
O=C1c2cccc(OCC(=O)N3CCCc4ccccc43)c2CCN1Cc1ccc(Br)cc1,1%
CCOC(=O)c1ccc(Nc2cnc3ccccc3n2)cc1,10%
O=C1c2ccccc2C(=O)N1CCc1csc(NNc2nc(CCN3C(=O)c4ccccc4C3=O)cs2)n1,5%
COC(=O)c1onc(-c2c(OC)cc(OC)cc2OC)c1C(=O)OC,-6%
O=S(=O)(c1ccc2ccccc2c1)N1CCCCCC1,-5%
CC(C)Cn1cnc2c1c(=O)n(CC(=O)N(C)C)c(=O)n2Cc1ccccc1,-2%
O=C(COC(=O)c1ccc(O)cc1)Nc1ccccc1[N+](=O)[O-],u
CCOc1ccc(C(C)C)cc1S(=O)(=O)N1CCOCC1,-2%
Cc1ccc2nc(N/C(=N/S(=O)(=O)c3cccs3)c3ccccc3Cl)sc2c1,5%
Cc1nc(NC(=O)/C=C/c2ccccc2)n[nH]1,-4%
CC1(C)CC(=O)C2=C(C1)NC1=C(C(=O)c3ccccc31)C2c1ccc(Cl)cc1 (configuration not stated),u
CCOc1ccc(OCc2cccc(C(=O)N/N=C/c3cccnc3)c2)cc1,-4%

# The list goes on:
molecule,ERK EGF inh
COCCNC(=O)c1c[nH]c2ccc(S(=O)(=O)N3CCc4ccccc43)cc2c1=O,-4%[57.5 µM]
CCC(=O)N1c2ccccc2C(N(C(C)=O)c2ccccc2)CC1C (configuration not stated),3%
O=C1CN(S(=O)(=O)c2ccccc2)c2ccccc2N1,0%
CN1CCN(c2ccc(NC(=O)c3ccc(-c4cccc([N+](=O)[O-])c4)o3)cc2)CC1,-5%
Cc1ccc(-n2cccc2/C=C2/NC(=O)N(CC(=O)Nc3cccc(C)c3)C2=O)cc1,-4%
COCCCN1C(=O)CS/C1=N\S(=O)(=O)c1ccccc1,-3%[57.5 µM]
COc1cccc(C2=NOC(C(=O)N3CCc4ccccc4C3)C2)c1 (configuration not stated),3%
C/C=C\C=C/C(=O)Nc1cccc(C2=NOC3(C2)C[C@@H](C(N)=O)N(C(=O)c2ccccc2)C3)c1 (some centres not stated),-3%[57.5 µM]
CCN(CC(=O)NCc1ccc(F)cc1)C(=O)/C=C/c1cccs1,u
COc1ccc(NC(=S)c2ccncc2)cc1,-2%
CCOC(=O)c1c(NC(=O)CSc2c[nH]c3ccccc23)sc2c1CCCC2,u
CCOC(=O)N/N=C/c1cc(C)n(-c2ccccc2)c1C,5%

# The closing 2 records of the part before lead into the next.
molecule,ERK EGF inh
CCOC(=O)c1c(NC(=O)CSc2c[nH]c3ccccc23)sc2c1CCCC2,u
CCOC(=O)N/N=C/c1cc(C)n(-c2ccccc2)c1C,5%
O=C(Nc1ccccc1C(=O)N1CCCC1)c1ccc(Cl)c([N+](=O)[O-])c1,2%
COC(=O)C1=C(C)N(CCCC(=O)O)C(=O)NC1c1ccc(-c2ccccc2)cc1 (configuration not stated),3%
CCOC(=O)C1(Cc2cccc(OC)c2)CCN(Cc2ccc3c(c2)OCCO3)CC1,-9%
Cc1ccc(NC(=S)Nc2ccc(S(=O)(=O)N3CCOCC3)cc2)cc1S(=O)(=O)N1CCOCC1,0%
NC(=O)COC(=O)c1ccccc1SCC(=O)NC1CCCCCC1,11%
COc1cccc(/C=N/Nc2ncnc3c2[nH]c2ccc(C)cc23)c1OC,1%[57.5 µM]
COc1ccc(-c2c[n+](CC(=O)c3cccs3)c3n2CCC3)cc1,-12%[57.5 µM]
CCOC(=O)c1cc2c(C)nn(-c3ccccc3)c2s1,7%
CN1CCN(c2ccnc(-c3ccccc3C(F)(F)F)n2)CC1,11%
O=C(c1ccc(CNS(=O)(=O)c2cccc(Cl)c2)cc1)N1CCCC1,-13%
Cc1nc(N2CCN(c3ccccn3)CC2)c2c(C)c(C(=O)Nc3ccccc3F)sc2n1,-3%
Cc1nc(NC(=S)Nc2ccccc2)sc1C,10%

# (listing goes on)
molecule,ERK EGF inh
O=C(CCCn1cnc([N+](=O)[O-])n1)Nc1ccc(Cl)cc1Cl,-5%
CCC(=O)Nc1ccc(NC(=S)NC(=O)Cc2ccccc2)cc1,-1%
O=C(CSCc1ccccc1)Nc1cc([N+](=O)[O-])ccc1F,u
CCCOc1ccc(S(=O)(=O)N2CCCC2)cc1[N+](=O)[O-],-12%[57.5 µM]
COc1ccc(O)c(C=Nc2cc(NC(C)=O)c(Cl)cc2Cl)c1,-3%
Cc1ccc(S(=O)(=O)N2CCN=C2SCc2cccnc2)cc1,4%
CC(C)c1ccc(C(=O)NCc2ccc(Cl)cc2)cc1,30%
COC(=O)c1ccc(NC(=O)c2cccc(C)c2[N+](=O)[O-])cc1,8%
O=C(CNCc1ccco1)Nc1cccc(S(=O)(=O)N2CCCCC2)c1,4%[57.5 µM]
Cn1c(N2CCN(C(=O)NC34CC5CC(CC(C5)C3)C4)CC2)nc2ccccc21,5%
Cc1c(S(=O)(=O)O)oc2c1C(=O)C(=O)c1c-2ccc2c1CCCC2(C)C,19%
FC(F)Oc1ccccc1NC(=S)Nc1cccnc1,4%

# Continuation.
molecule,ERK EGF inh
CCCC[C@@H]1C[C@H]1C(NC(=O)c1ccco1)c1ccccc1C(F)(F)F (some centres not stated),-11%
Clc1cccc(Sc2ccc(-c3ccccn3)s2)c1,4%[57.5 µM]
CC1CC1c1ccc(/C=C(\C#N)C(=O)Nc2cccc(Cl)c2Cl)o1 (configuration not stated),0%
COc1cccc(OCCCn2cc(/C=C3/C(=N)N4C=C(C)SC4=NC3=O)c3ccccc32)c1,2%
O=C1COc2ccc(C(=O)COC(=O)c3cnc(Cl)c(Cl)c3)cc2N1,3%
CCn1nc(C)c(Br)c1-c1nc(CS(=O)(=O)c2ccsc2)no1,-3%[57.5 µM]
CCCCC/C=C\C/C=C\C/C=C\C/C=C\CCCC(=O)OC(CO)CO,-4%
Cc1cc(/C=C(\C#N)C(=O)NCc2cccs2)c(C)[nH]1,-5%
Cc1nonc1CN(C)C(=O)c1ccc(OC2CCN(C(=O)c3cccnc3)CC2)cc1,-13%[57.5 µM]
COCCN(CC(=O)NCC1CCCO1)C(=O)CCC(=O)Nc1ccccn1 (configuration not stated),11%
CCOc1ccc(NC(=O)CSc2nnc(Cn3cnc4ccccc43)n2C)cc1,4%
CCC(C(=O)O)N1C(=O)/C(=C/C(C)=C/c2ccccc2)SC1=S (configuration not stated),-2%[57.5 µM]

# (listing goes on)
molecule,ERK EGF inh
O=C(NCCN1CCOCC1)C(=O)NCc1ccc2c(c1)OCO2,-2%
C=CCn1c(C(C)C)nc2ccccc21,0%
Cc1onc(-c2c(Cl)cccc2Cl)c1C(=O)NC(=S)Nc1sc2c(c1C(N)=O)CCC(C)C2 (configuration not stated),5%
COCCNc1cc(C)nc2c(-c3ccccc3OC)c(C)nn12,5%
O=[N+]([O-])c1cc(-c2nc(-c3ccncc3)no2)cc([N+](=O)[O-])c1,-2%
Cc1ccc2nc(Nc3ccccc3)c(/C=N/O)c(=O)n2c1,10%
COc1cccc(OC)c1C(=O)NNC(=O)c1cccnc1,1%[57.5 µM]
CSc1ccc(S(=O)(=O)N(C)Cc2ccccc2)cc1,-5%
CCN(CC)C(=O)Cn1cc(C(=O)C(=O)NCc2cccs2)c2ccccc21,9%
COc1cc(OC)c(-c2c3cc(O)c(=O)cc-3oc3cc(O)c(O)cc23)cc1OC,16µM*
O=C(c1ccc(-c2nc3ccccc3s2)s1)N1CCOCC1,3%
COC(OC)c1ccc(C#N)c(SCc2ccccc2)n1,0%[57.5 µM]

# Continued.
molecule,ERK EGF inh
O=C(COc1ccc(Cl)cc1Cl)Nc1ccc(CN2CCCCC2)cc1,-9%
C/C(=N\NC(=O)c1ccc(N(C)C)cc1)c1ccc(C)cc1C,-1%
O=C(NC(=S)NC1CCS(=O)(=O)C1)c1cccs1 (configuration not stated),0%
CC(C)c1ccc2c(c1)c(SC(C)(C)C)c(CC(C)(C)C(=O)O)n2Cc1ccc(Cl)cc1,u
O=C1CCN(C(=O)CSc2ccc(Cl)cc2)N1,-9%
C=C(Cl)COC(=O)C1C2C=CC(C2)C1C(=O)O (configuration not stated),2%
COc1cccc(C(C)NC(=O)c2c(F)cccc2Cl)c1 (configuration not stated),-3%
COc1ccc(CN2CCNC(=O)C2CC(=O)NCc2csc(C(C)C)n2)c(OC)c1 (configuration not stated),-3%
COc1ccc(OCc2nc3ccc(S(=O)(=O)Nc4ccccc4Cl)cc3[nH]2)cc1,u
Fc1ccc(Nc2cccc3nccnc23)cc1,4%
CCN(CC(=O)NCc1cccs1)c1ccc(S(=O)(=O)N2CCN(C)CC2)cn1,1%[57.5 µM]
O=C(C1CCCO1)N1CCN(C(=S)Nc2ccccc2F)CC1 (configuration not stated),7%
Cn1nccc1C(=O)Nc1sc2c(c1C(N)=O)CCCC2,0%
COc1ccc(N=C2SCC(=O)N2CCc2ccc(OC)c(OC)c2)cc1,0%[57.5 µM]
CC(C)Nc1nc(NC(C)C)nc(NS(=O)(=O)c2ccc(N)cc2)n1,-2%
